HIF-2a block: HIF-2a reporter inhibitors, primary screen, luminescence, 786-0 RCC cells | 786-0 RCC cells HIF-2a reporter, luciferase luminescence, overnight | hit rate 0.72% among 360,000 | inhibition, % at 18.8 µM;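 active = inhibition of the luminescence signal of 40% or more relative to plate controls, in a single-dose primary screen at 18.75 µM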
Vif inh: HIV Vif self-association inhibitors, primary screen, imaging, HEK293T, single point | HEK293T cells, Vif self-association by quenched fluorescence, 24 h | AID 602346, 2012 | hit rate 0.35% among 340,000 | inhibition, % at 7.49 µM; in the data active = inhibition above about 50%, passing the limit was not always enough; note: some results filed as inactive read as strong as hits
CF NFkB inh: inhibitors of PAF-induced NF-kB signaling, primary screen, cell-based, GFP fluorescence, uHTS | KKLEB NF-kB-GFP reporter, GFP fluorescence overnight | inhibition, % at 5 µM | hit rate 0.86% among 360,000 | AID 588850, 2011;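 active = at least 50% inhibition at 5 µM, scaled per plate between neutral and stimulator controls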;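 note: PAF is a Pseudomonas aeruginosa culture filtrate used as stimulus; plate controls were PAF-stimulated DMSO wells for no effect and unstimulated DMSO wells for full effect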
Shn3 inh set2: reduction of Shn3 3'UTR firefly luciferase signal, primary screen, Schnurri-3 inhibitor project, cell-based, Clone20 osteoblasts, set 2; hit rate 0.52% among 360,000; inhibition, % at 12.5 µM; Clone20 osteoblast Shn3 3'UTR firefly luciferase, 24 h;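 active = mean inhibition of at least 75% with every replicate also reaching 75%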;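 note: 0% = median of neutral control wells and 100% = pilot-screen positive control compound; some compounds past the cut are filed as inactive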
Peg3 prom inh: Peg3 promoter-driven luciferase inhibitors, primary screen, cell-based, HeLa, luciferase luminescence. HeLa PEG-Prom luciferase reporter, overnight. inhibition, % at 20 µM. hit rate 1.7% among 360,000. AID 588405, 2011;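 active = inhibition of at least 50% at 20 µM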
PDI inh: inhibitors of human PDI, primary screen, biochemical, turbidity, single point, plate reader; Protein disulfide-isomerase (Homo sapiens), P07237; PDI insulin aggregation turbidity, A650, 90 min; inhibition, % at 10 µM; hit rate 0.052% among 350,000;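 active = mean inhibition across replicates of 30% or more, whatever share of single replicates reach that level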;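 note: absorbance from insulin aggregation driven by PDI reduction with DTT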
Target sequence (P07237 whole entry, looked up): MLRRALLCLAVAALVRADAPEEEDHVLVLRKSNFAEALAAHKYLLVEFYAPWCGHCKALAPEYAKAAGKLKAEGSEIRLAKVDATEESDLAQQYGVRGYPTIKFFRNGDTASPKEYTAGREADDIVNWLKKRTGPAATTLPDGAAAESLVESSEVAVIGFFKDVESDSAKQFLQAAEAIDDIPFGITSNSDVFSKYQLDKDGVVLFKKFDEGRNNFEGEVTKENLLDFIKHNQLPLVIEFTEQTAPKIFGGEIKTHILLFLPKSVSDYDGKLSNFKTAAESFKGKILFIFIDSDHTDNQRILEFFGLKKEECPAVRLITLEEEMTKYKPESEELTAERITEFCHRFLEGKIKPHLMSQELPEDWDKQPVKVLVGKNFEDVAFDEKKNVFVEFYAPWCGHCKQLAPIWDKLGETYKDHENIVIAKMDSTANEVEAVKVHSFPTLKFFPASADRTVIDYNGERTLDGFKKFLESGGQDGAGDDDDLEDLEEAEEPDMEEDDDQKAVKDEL
KKLEB tox: cytotoxicity in KKLEB CF airway cells, primary screen, cytotoxicity control for CF NF-kB inhibitor project, cell-based, uHTS, fluorescence assay plates. KKLEB CF airway cells viability, ATPlite luminescence, overnight; stronger effect = lower value; cells stimulated with P. aeruginosa culture filtrate. activity change (cytotoxicity), % at 5 µM. hit rate 0.36% among 360,000;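 active = corrected activity change at or below -50% at 5 µM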
NR2E3 ag-1: NR2E3 agonists in two-hybrid cells, primary screen, cell-based, luminescence, CHO-S, Gal4-NCOR/VP16-NR2E3. luciferase. inhibition of corepressor binding, % at 3.98 µM. hit rate 0.35% among 360,000. AID 602229, 2012;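 active = inhibition above the mean of all tested compounds plus 3 SD, cut at about 70% in these data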;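 note: 0% = DMSO with NR2E3 transfected cells and 100% = cells lacking NR2E3 construct; higher means lower luciferase signal from less NR2E3 corepressor binding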
Target sequence (Q9Y5X4 whole entry, looked up, the tested form may be a part): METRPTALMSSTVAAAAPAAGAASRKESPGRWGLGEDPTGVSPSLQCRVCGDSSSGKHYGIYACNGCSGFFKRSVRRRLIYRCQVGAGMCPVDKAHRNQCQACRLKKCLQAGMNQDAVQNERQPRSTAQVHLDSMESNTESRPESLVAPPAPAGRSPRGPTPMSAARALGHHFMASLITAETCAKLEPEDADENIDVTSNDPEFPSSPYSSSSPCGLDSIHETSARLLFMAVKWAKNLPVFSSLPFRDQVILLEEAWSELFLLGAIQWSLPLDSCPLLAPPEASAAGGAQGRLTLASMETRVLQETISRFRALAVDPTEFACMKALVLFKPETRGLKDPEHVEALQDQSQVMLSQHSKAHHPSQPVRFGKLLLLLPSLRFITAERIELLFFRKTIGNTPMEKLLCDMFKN
CaV13 ICDI inh: Primary screen for inhibitors of IQ motif and Ca2+-dependent inactivation inhibitor domain binding in CACNA1D, Förster resonance energy transfer in living cells, …; HEK cells, CFP/YFP FRET ICDI-IQ, plate reader, 10 min; percent FRET-ratio fall versus neutral wells; inhibition, % at 12.3 µM; hit rate 0.098% among 340,000; AID 743397;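 active = mean replicate inhibition of at least 30% and at least 1% of replicates passing that level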;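 note: 0% = median of the neutral control wells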
NR2E3 ag-2: inhibitors of NR2E3-RetCOR corepressor binding, primary screen, NR2E3 agonist project, biochemical, TR-FRET, GST-NR2E3, biotin-RetCOR | Photoreceptor-specific nuclear receptor (Homo sapiens), Q9Y5X4 | 1536-well | inhibition of corepressor binding, % at 4.78 µM | hit rate 0.12% among 320,000 | AID 2300, 2010;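 active = percent inhibition above the cutoff of mean plus 3 SD of all tested compounds, set per screening campaign, cut at about 20% in these data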;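 note: 0% = DMSO wells and 100% = biotin wells as full block of FRET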
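Test system: GST-NR2E3 and biotin-RetCOR proteins | Quantity: 1.35 nM GST-tagged NR2E3 final | Medium: Tris pH 7.5 | Also added: 7 nM biotin-RetCOR | Dosing: Compound at 4.8 µM, single dose | Timing: 5 h at 4 °C | Detection: Time-resolved FRET | Read-out basis: Percent inhibition | Benchmarks: Biotin wells as high control, 0.6% DMSO wells as low control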
TRPM1 prom inh: inhibitors of MITF-dependent TRPM1 promoter reporter, primary screen, cell-based, SK-MEL-5, single point, luciferase; hit rate 0.83% among 330,000; inhibition, % at 12.5 µM; SK-MEL-5 TRPM1 promoter luciferase, 24 h;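 active = mean inhibition across replicates of 60% or more, whatever share of single replicates reaches that level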; note: values of inactives mirror those of a sister screen read the other way
An asterisk follows results filed as active; nt = not tested or not shown.

SMILES	HIF-2a block	Vif inh	CF NFkB inh	Shn3 inh set2	Peg3 prom inh	PDI inh	KKLEB tox	NR2E3 ag-1	CaV13 ICDI inh	NR2E3 ag-2	TRPM1 prom inh
O=S(=O)(Cc1ccccc1)N1CCn2c(nc3ccccc32)C1	-10.1	-0.1	-9.2	4.9	-19.9	nt	-7.5	-10.0	-10.3	-1.9	-8.7
O=C(NCC1CCCN(Cc2ccc3c(c2)OCCO3)C1)c1ccc2c(c1)OCO2 (stereo unspecified)	18.6	3.8	4.2	1.9	0.0	-1.7	-10.3	9.0	-5.6	3.7	4.1
O=C(NCc1ccccc1Cl)C(=O)NCC(c1ccco1)N1CCOCC1 (stereo unspecified)	5.8	-6.0	11.2	-2.0	-8.2	-4.6	-9.1	-2.4	-6.7	-1.2	1.7
CCCNC(=O)C1(C)CCN1C(=O)Cc1ccc(-c2ccccc2)cc1 (stereo unspecified)	-28.9	nt	-4.0	14.3	-9.6	12.7	-3.0	11.0	-10.6	nt	nt
COc1cc(C(=O)N(C)CC2CCN(CCc3cccc(C(F)(F)F)c3)CC2)ccc1C	12.9	-12.2	7.6	-33.5	0.4	-4.2	-23.7	15.6	-19.9	1.8	3.1
COc1ccc(S(=O)(=O)N2CCN(c3cnccn3)CC2)cc1OC	4.3	-1.4	7.7	10.1	10.6	4.5	3.2	24.6	-6.1	nt	-3.4
Cc1[nH]n(-c2ccc([N+](=O)[O-])cc2)c(=O)c1C=NCCN1CCN(C(=O)C(C)C)CC1	-1.7	4.1	4.4	1.2	-8.0	-0.2	-15.5	-33.1	0.2	0.9	4.6
Cc1cccc(NS(=O)(=O)c2ccc(C)c(C(N)=O)c2)c1	3.2	-1.3	1.4	24.2	4.7	-1.0	-7.7	-3.8	nt	1.7	5.1
O=C(O)c1ccccc1C(=O)NCC(O)c1ccccc1 (stereo unspecified)	10.6	-22.2	-5.3	-0.8	10.2	-0.3	6.0	-21.0	-5.0	-1.1	-7.0
CCC(=O)N/C=C/n1cnc2cc(C(F)(F)F)ccc21	11.3	-5.3	2.4	0.8	-1.6	1.4	-1.9	0.3	-3.9	-2.1	7.7

Part of the list above, showing only CF NFkB inh, TRPM1 prom inh and HIF-2a block.
canonical_smiles	CF NFkB inh	TRPM1 prom inh	HIF-2a block
COc1ccc(S(=O)(=O)N2CCN(c3cnccn3)CC2)cc1OC	7.7	-3.4	4.3
Cc1cccc(NS(=O)(=O)c2ccc(C)c(C(N)=O)c2)c1	1.4	5.1	3.2

Next section.
SMILES	HIF-2a block	Vif inh	CF NFkB inh	Shn3 inh set2	Peg3 prom inh	PDI inh	KKLEB tox	NR2E3 ag-1	CaV13 ICDI inh	NR2E3 ag-2	TRPM1 prom inh
COc1ccc(NC2=C(NCCO)C(=O)c3ccccc3C2=O)cc1	-102.0	5.6	11.1	0.6	-32.8	4.5	-18.4	-92.7	-3.2	-0.6	16.4
COc1ccc(C(=O)NC(=S)N2CCOCC2)cc1[N+](=O)[O-]	14.2	0.9	21.3	4.8	12.1	4.3	-17.6	-35.7	-7.3	2.3	-7.1
COc1cccc(Nc2nc(N)c([N+](=O)[O-])c(NCc3ccccc3)n2)c1	-80.0	-2.6	10.5	nt	4.4	7.1	-16.9	9.8	-4.6	-3.6	1.4
CN(C)S(=O)(=O)N1CCN(C(=O)N2CCCCCC2)CC1	19.2	-13.2	-7.4	4.4	-2.6	4.8	-5.1	-17.4	-4.9	-2.7	2.5
COc1cc(C2N3CC4(C)CN2CC(C)(C3)C4)ccc1O (stereo unspecified)	15.0	13.3	-16.2	-9.2	14.2	4.9	-2.2	17.1	nt	-0.1	-4.0
CCOC(=O)C(=Cc1cc(=O)c(OC)co1)C(=O)OCC	93.7*	2.3	84.9*	20.4	105.6*	7.3	27.8	4.3	-2.5	nt	98.1*
O=S(=O)(c1ccc(-c2ccccc2)cc1)N1CCCC1	-1.5	1.7	-6.8	6.8	9.8	2.5	-4.2	-8.4	-1.5	0.0	-1.8
c1ccc2c(CCc3ccncc3)cccc2c1	-13.4	-4.3	40.0	-4.7	-42.6	-3.4	-16.0	-13.3	-7.1	nt	10.6
CCC1(C)Cc2c(sc3c2c2ncnn2c2nnc(SCC(=O)NCc4ccco4)n32)CO1 (stereo unspecified)	21.0	-3.8	-3.3	-2.2	22.6	9.0	6.4	-7.5	-3.3	-1.2	4.2
O=C(Nc1ncc2c(n1)-c1ccccc1CC2)c1ccc(F)cc1	-12.8	-5.6	-3.6	-7.4	3.9	-17.2	17.0	-29.7	-5.9	2.8	0.9
NC(=O)C1CCCN(C(=O)c2ccc3oc(Cc4ccc(Cl)cc4)nc3c2)C1 (stereo unspecified)	-39.8	-4.4	12.6	1.2	-3.6	1.9	6.1	33.0	-4.7	2.2	-3.1
CCOC(=O)c1nnn(CC(=O)Nc2cc(Cl)ccc2C)c1C(=O)OCC	17.1	nt	2.8	3.3	2.3	5.7	-1.3	-3.9	-4.4	-0.5	-3.5
CSc1nc(N2CCN(c3ccccc3Cl)CC2)c2ccccc2n1	-34.5	-1.8	-24.1	13.6	1.0	-4.0	10.7	-2.7	-0.3	-1.5	4.7
CNS(=O)(=O)c1cccc(C(=O)OCCCC(=O)c2ccccc2)c1	-1.3	-27.3	5.3	41.8	8.3	2.4	-0.2	-0.2	-5.4	3.2	-1.3
COc1ccc(CCNC(=O)CNC(=O)c2ccc(Br)o2)cc1OC	5.6	-7.0	-5.9	-1.2	9.1	2.2	-4.8	-31.8	-13.1	1.4	-7.4
O=S(=O)(NCc1ccco1)c1ccc(S(=O)(=O)N2CCCCC2)cc1	-10.3	0.6	1.9	16.9	15.3	3.4	-2.0	-2.7	-7.4	-1.2	0.3
COCCCn1c(-c2ccccc2Cl)n[nH]c1=S	1.8	-11.2	8.3	-3.9	22.2	0.7	-1.5	-14.1	-4.5	2.2	6.7
Cc1nc(SCC(=O)N(CC(C)C)C2CCS(=O)(=O)C2)c2ccccc2n1 (stereo unspecified)	2.2	10.4	19.0	-33.4	3.1	-5.9	-10.1	-3.1	-2.1	-2.0	19.6
CN(C)c1ccc(CNC(=O)/C=C/[C@H]2O[C@@H](n3cnc4c(NC(=O)c5ccccc5)ncnc43)[C@H](O)[C@@H]2O)cc1	-10.4	-2.3	-32.0	-4.8	-0.6	nt	-0.7	0.1	-4.2	nt	nt
O=C(CCN1C(=O)c2ccccc2C1=O)N1CCN(c2ccccn2)CC1	-3.7	nt	1.6	-0.4	7.9	-1.4	-0.3	-12.6	-7.0	1.3	2.5
CCN(C(=O)CSc1nc2cc(S(=O)(=O)N(CC)CC)ccc2n1CC)C1CCS(=O)(=O)C1 (stereo unspecified)	12.8	10.8	-9.1	-3.1	-7.3	-4.8	18.8	-21.3	-6.0	-0.7	-5.4
COCc1ccc(C(=O)N2CCCC(C(=O)c3ccc(SC)cc3)C2)s1 (stereo unspecified)	-9.1	12.6	-5.4	5.8	19.6	4.8	-1.0	26.3	-4.2	2.0	8.7
CC(Oc1ccc(C(=O)c2ccccc2)cc1)C(=O)Nc1ccc(S(N)(=O)=O)cc1 (stereo unspecified)	19.7	-6.5	8.1	-17.0	15.0	-0.7	-0.4	-15.7	-1.8	-0.3	0.6
O=C(OCCN(C1=NS(=O)(=O)c2ccccc21)c1ccc(Cl)cc1)c1ccco1	23.1	0.4	-4.7	17.2	15.5	2.3	6.8	-9.3	-6.4	0.2	-7.4
OC(CSc1ccccc1Cl)CN1CCN(c2ccc(F)cc2)CC1 (stereo unspecified)	-13.2	nt	-2.8	18.3	13.7	-0.8	3.2	7.3	-10.6	-3.1	-2.0
CCc1ccc(NC(=O)CS(=O)CC(=O)Nc2ccc(-n3cnnn3)c(C)c2)cc1 (stereo unspecified)	7.6	0.2	19.0	1.1	17.2	-2.6	-2.6	-33.5	-4.2	-1.1	-7.4
Cc1ccc(-c2nnc(SCC(=O)N/N=C/c3ccc(C)s3)n2-c2ccccc2)cc1	12.7	1.7	13.6	5.8	65.3*	0.7	1.1	-7.8	nt	-0.8	-3.7
COc1cc(NC(=O)C(=O)Nc2ccc3nc4n(c(=O)c3c2)CCCCC4)cc(OC)c1OC	-4.2	-4.0	35.9	-2.8	3.4	-10.9	-13.9	-14.5	-15.3	0.2	-0.3
CN1CCN(C(=O)CCN2C(=O)c3ccccc3C2=O)CC1	7.7	3.9	1.5	9.5	-0.6	-3.5	-1.7	1.4	1.6	-0.3	-4.7
C[C@H](CO)N1C[C@H](C)[C@@H](CN(C)Cc2ccc3c(c2)OCO3)Oc2cc(Br)ccc2S1(=O)=O	16.8	-17.0	-12.0	17.9	34.0	-2.3	6.2	5.4	nt	nt	nt
S=C(NCC1CCCO1)Nc1ccccc1 (stereo unspecified)	-3.6	10.6	-3.2	3.1	-3.3	1.1	11.3	-18.9	-4.7	1.3	12.3
CCOC(=O)COc1ccc(C(c2c(C)[nH][nH]c2=O)c2c(C)[nH][nH]c2=O)cc1	26.4	4.7	1.7	7.2	-0.2	-1.3	-10.3	-13.1	-1.4	-2.1	1.9
CCN1CCc2[nH]c3ccccc3c2C1	24.0	5.4	-30.2	-3.1	8.6	-3.1	12.4	-28.5	-1.4	-2.6	12.1
CC(=O)N1c2ccc(S(=O)(=O)N(C)CC(=O)Nc3cccc(C)c3)cc2CC1C (stereo unspecified)	1.7	7.8	5.8	26.0	2.9	-4.2	-14.8	2.6	-3.8	-2.5	5.3
CCOC(=O)N1CCN(C(=O)NC23CC4CC(CC(C4)C2)C3)CC1	4.1	4.4	-13.9	13.1	-4.5	3.3	6.1	9.5	nt	-0.9	0.1
CN(C)CCCNC(=O)c1cccc(-c2cnc3cccnn23)c1	15.1	-9.5	-4.2	-11.3	9.1	1.4	-9.3	-12.7	-5.6	nt	nt
O=C(COC(=O)c1cnccn1)N=c1sccn1Cc1ccccc1Cl	14.3	1.5	-8.3	-4.4	17.6	-3.9	20.1	-22.4	-6.6	-6.7	3.6

Rows were taken by chance; any-hit rate near 3.3%.
